ABHD5-PLIN5 inh = ABHD5-PLIN5 protein interaction inhibition | Q00G26+Q8WTS1 | Split G. princeps luciferase complementation, luminescence, 4 h | inhibition, % at 4 µM | 360,000 compounds, 0.78% hits | AID 602281;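 active means inhibition above the mean inhibition across every tested compound plus 3 SD, cut at about 22% in these data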;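 further: 0% = DMSO only wells and the 100% control is not disclosed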
NOD2 RIPK2 PPI = blocks binding of human NOD2 to RIPK2; CHO BLA complementation NOD2-RIPK2, CCF4 ratio; inhibition, % at 4.98 µM; 360,000 compounds, 0.38% hits; in the data active means inhibition above about 21%;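 further: 0% = vehicle only and 100% = reference blocker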
MC4R antagonist = antagonists of human melanocortin 4 receptor (MC4R); MC4R-expressing cells, MTII-stimulated cAMP, LANCE TR-FRET; inhibition, % at 6.5 µM; 360,000 compounds, 0.48% hits; AID 540295;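 active means inhibition above its plate's cutoff, the mean of tested wells on that plate plus 3 SD, cut at about 29% in these data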;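 further: 0% = Melanotan II alone and 100% = Melanotan II plus saturating MCL0020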
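Material: U2OS-MC4R stable cell line | Reagent: Melanotan II challenge after compound preincubation | Doses: One concentration, 6.5 µM nominal | Incubation: 30-min compound preincubation, 1-h Melanotan II challenge, 1-h detection, room temperature | Signal: TR-FRET cAMP assay | Replicates: One well per compound, no replicates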
TLR9-MyD88 inh = inhibitors of human TLR9-MyD88 binding; Q9NR96+Q99836; 340,000 compounds, 0.21% hits; CHO BLA complementation TLR9-MyD88, CCF4 FRET ratio; inhibition, % at 4.98 µM;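 active means inhibition above the mean over all tested compounds plus 3 SD, cut at about 21% in these data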;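 further: 0% = DMSO only wells and 100% = clavulanate BLA inhibitor control wells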
ABCB6 inh 2 = inhibitors of human ABC transporter ABCB6; 360,000 compounds, 0.19% hits; Q9NP58; fluorescence ratio to DMSO, % at 10 µM; K562-ABCB6 porphyrin accumulation, flow cytometry, 1 h; hits give low values;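 active means fluorescence ratio to DMSO below 75%, the collection mean minus 3 SD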;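 further: signal is porphyrin accumulated inside mitochondria; 100% equals median channel fluorescence of DMSO control wells; lower ratio means ABCB6 inhibition with less porphyrin fluorescence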
Target sequence (Q9NP58 whole entry, looked up): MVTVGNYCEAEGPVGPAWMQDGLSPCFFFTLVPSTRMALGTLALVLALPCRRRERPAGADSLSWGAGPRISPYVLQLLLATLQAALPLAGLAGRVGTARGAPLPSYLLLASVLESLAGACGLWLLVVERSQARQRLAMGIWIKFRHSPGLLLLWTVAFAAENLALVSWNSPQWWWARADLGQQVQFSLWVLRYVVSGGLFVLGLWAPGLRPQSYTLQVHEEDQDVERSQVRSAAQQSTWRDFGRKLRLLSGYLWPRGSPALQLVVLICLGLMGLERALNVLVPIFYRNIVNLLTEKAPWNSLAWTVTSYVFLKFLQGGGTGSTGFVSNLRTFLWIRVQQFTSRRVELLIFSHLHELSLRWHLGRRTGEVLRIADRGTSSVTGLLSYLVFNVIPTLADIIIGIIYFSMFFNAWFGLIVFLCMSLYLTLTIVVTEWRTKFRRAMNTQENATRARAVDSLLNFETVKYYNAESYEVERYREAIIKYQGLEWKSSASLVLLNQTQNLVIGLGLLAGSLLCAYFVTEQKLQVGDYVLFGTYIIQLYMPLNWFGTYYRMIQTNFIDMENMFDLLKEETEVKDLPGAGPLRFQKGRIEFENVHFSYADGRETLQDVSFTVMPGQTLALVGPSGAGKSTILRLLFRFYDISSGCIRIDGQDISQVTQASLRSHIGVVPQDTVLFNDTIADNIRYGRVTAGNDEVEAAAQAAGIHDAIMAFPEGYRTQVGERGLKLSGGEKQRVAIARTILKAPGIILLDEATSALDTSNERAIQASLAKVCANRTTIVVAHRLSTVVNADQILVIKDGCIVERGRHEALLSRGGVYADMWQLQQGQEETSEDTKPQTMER
Exocytosis inh = lytic granule exocytosis inhibition | TALL-104 LAMP-1 surface exposure, flow cytometry; cells stimulated with thapsigargin and PMA | inhibition, % at 10 µM | 360,000 compounds, 0.66% hits | AID 651702;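 active means inhibition above about 55%, limit read from the data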
Glyco luc inh = blocks N-linked glycosylation in D54 reporter cells; D54 ERlucT glycosylation luciferase reporter, 24 h; percent of 100 nM tunicamycin response; reporter increase, % at 12.5 µM; 360,000 compounds, 0.23% hits; AID 588692;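 active means mean luciferase reporter signal, scaled so untreated is 0 and the glycosylation-blocking control 100, at or above a set limit in every replicate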;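 further: luciferase carries N-glycosylation sites so blocking glycosylation raises the light; 0% = median of neutral control wells and 100% = median of 100 nM tunicamycin wells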
MC4R ag barr = human MC4R agonism via beta-arrestin; P32245; U2OS MC4R beta-arrestin complementation, luminescence; percent of melanotan II response, DMSO zero; activation, % at 8.9 µM; 360,000 compounds, 0.98% hits; AID 540308;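 active means activation above a per-plate cutoff, the mean activation of sample wells on that plate plus 3 SD, cut at about 8% in these data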
aDG glyco act = increases alpha dystroglycan glycosylation; Pro5-aDG cells, alpha-DG glycosylation AlphaScreen (IIH6); 0% Pro5, 100% B10-LARGE cell signal; activation, % at 10 µM; 360,000 compounds, 0.22% hits;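 active means activation of at least 8% versus controls, or a plate z-score of at least 8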;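 further: Pro5 are CHO cells carrying HIG-tagged alpha-DG that lacks glycosylation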
Vif imaging = inhibitors of HIV Vif; HEK293T cells, Vif self-association by quenched fluorescence, imaging, 24 h; inhibition, % at 7.49 µM; 340,000 compounds, 0.35% hits; AID 602346; in the data active means inhibition above about 50%, passing the limit was not always enough; further: some results filed as inactive read as strong as hits
An asterisk follows results filed as active. An excerpt; rates above refer to the full screens.

COc1ccccc1C(=O)N/C(=C/c1ccc(Br)cc1)C(=O)NCCCn1ccnc1 was read as ABHD5-PLIN5 inh 4, NOD2 RIPK2 PPI 3, MC4R antagonist 1, TLR9-MyD88 inh -8, ABCB6 inh 2 93, Exocytosis inh 2, Glyco luc inh 3, MC4R ag barr -1.5, aDG glyco act 0.0 and Vif imaging 5.
CCOC(=O)c1c[nH]c2c3c(ccc2c1=O)CCCC3 was read as ABHD5-PLIN5 inh 1, NOD2 RIPK2 PPI 9, MC4R antagonist 0, TLR9-MyD88 inh -1, ABCB6 inh 2 91, Exocytosis inh -2, Glyco luc inh 2, MC4R ag barr -1.4, aDG glyco act -0.2 and Vif imaging -5.
For CCOC(=O)[C@H]1[C@H]2COc3ccccc3[C@@H]2N2C(=O)CNC(=O)[C@@]12C the results were ABHD5-PLIN5 inh 3, NOD2 RIPK2 PPI 4, MC4R antagonist -7, TLR9-MyD88 inh 8, ABCB6 inh 2 99, Exocytosis inh -12, Glyco luc inh 4, MC4R ag barr -0.3, aDG glyco act -0.1 and Vif imaging 1.
`CC(=O)Nc1ccc(SCC(=O)Nc2ccccc2N2CCOCC2)cc1` gave ABHD5-PLIN5 inh -5, NOD2 RIPK2 PPI 10, MC4R antagonist 10, TLR9-MyD88 inh -16, ABCB6 inh 2 106, Exocytosis inh -3, Glyco luc inh -10, MC4R ag barr -0.8, aDG glyco act 0.3 and Vif imaging -9.
`COc1ccc(CN(C)CC(=O)NCC(=O)Nc2c(C)cccc2C)cc1` gave ABHD5-PLIN5 inh 8, NOD2 RIPK2 PPI 0, MC4R antagonist 6, TLR9-MyD88 inh -7, ABCB6 inh 2 101, Exocytosis inh 6, Glyco luc inh 2, MC4R ag barr 0.5, aDG glyco act 0.1 and Vif imaging 7.
For COc1ccc(OC)c(/C=C/C(=O)OCC(=O)c2c(N)n(C)c(=O)n(C)c2=O)c1 the results were ABHD5-PLIN5 inh 0, NOD2 RIPK2 PPI 13, MC4R antagonist -4, TLR9-MyD88 inh -6, ABCB6 inh 2 97, Exocytosis inh 2, Glyco luc inh 2, MC4R ag barr -2.9, aDG glyco act 0.0 and Vif imaging 12.
Cc1cccc(OCC(=O)NCC(C)(C)N2CCOCC2)c1 was read as ABHD5-PLIN5 inh -7, NOD2 RIPK2 PPI 0, MC4R antagonist 5, TLR9-MyD88 inh -2, ABCB6 inh 2 98, Exocytosis inh -4, Glyco luc inh 1, MC4R ag barr 0.3, aDG glyco act 0.0 and Vif imaging -10.
`CCC(=O)Nc1cccc(NC(=O)CSc2nnnn2Cc2ccccc2)c1` gave ABHD5-PLIN5 inh 0, NOD2 RIPK2 PPI 5, MC4R antagonist 11, TLR9-MyD88 inh 7, ABCB6 inh 2 92, Exocytosis inh 3, Glyco luc inh 0, MC4R ag barr -2.6, aDG glyco act 1.2 and Vif imaging 7.
O=C(CSC1=NCCS1)NC(NC(=O)CSC1=NCCS1)c1ccccc1 was read as ABHD5-PLIN5 inh -13, NOD2 RIPK2 PPI -13, MC4R antagonist 2, TLR9-MyD88 inh 1, ABCB6 inh 2 95, Exocytosis inh 0, Glyco luc inh 1, MC4R ag barr 0.8, aDG glyco act -0.4 and Vif imaging 7.
COc1ccc(/C=C/C(=O)NCCCN2CCOCC2)cc1 was read as ABHD5-PLIN5 inh 0, NOD2 RIPK2 PPI 2, MC4R antagonist 11, TLR9-MyD88 inh -8, ABCB6 inh 2 97, Exocytosis inh 5, Glyco luc inh -2, MC4R ag barr 1.2, aDG glyco act -0.1 and Vif imaging 5.
COC(=O)[C@H](Cc1c[nH]c2ccccc12)NC(=O)NCc1ccc(OC)cc1 was read as ABHD5-PLIN5 inh -4, NOD2 RIPK2 PPI -9, MC4R antagonist 37*, TLR9-MyD88 inh -15, ABCB6 inh 2 96, Exocytosis inh -11, Glyco luc inh -1, MC4R ag barr 1.5, aDG glyco act -0.1 and Vif imaging -1.
Nc1ccc(OC(=O)Nc2ccc(O)cc2)cc1 was read as ABHD5-PLIN5 inh -17, NOD2 RIPK2 PPI 7, MC4R antagonist 3, TLR9-MyD88 inh -5, ABCB6 inh 2 100, Exocytosis inh -3, Glyco luc inh 4, MC4R ag barr -2.2, aDG glyco act 0.2 and Vif imaging -7.
For COCC(=O)N(Cc1cc2ccccc2[nH]c1=O)c1ccc(OC)cc1 the results were ABHD5-PLIN5 inh -5, NOD2 RIPK2 PPI -1, MC4R antagonist -1, TLR9-MyD88 inh -3, ABCB6 inh 2 99, Exocytosis inh 0, Glyco luc inh 2, MC4R ag barr 0.6, aDG glyco act 0.0 and Vif imaging 2.
`Cc1nc(C(=O)NCCCO)cc2c1[nH]c1ccccc12` gave ABHD5-PLIN5 inh 2, NOD2 RIPK2 PPI 2, MC4R antagonist -1, TLR9-MyD88 inh 2, ABCB6 inh 2 92, Exocytosis inh 5, Glyco luc inh 1, MC4R ag barr -2.2, aDG glyco act 0.0 and Vif imaging -11.
`CC1CN(C(=O)c2ccc(S(=O)(=O)Nc3cccc(C(F)(F)F)c3)cc2)CC(C)O1` (configuration not stated) gave ABHD5-PLIN5 inh -6, NOD2 RIPK2 PPI 4, MC4R antagonist -5, TLR9-MyD88 inh 1, ABCB6 inh 2 103, Exocytosis inh 0, Glyco luc inh 3, MC4R ag barr 0.1, aDG glyco act 0.1 and Vif imaging -7.
Cc1ccc(OCCN2CCN(C(=O)CCC(=O)Nc3nnc(C(C)C)s3)CC2)cc1 was read as ABHD5-PLIN5 inh 0, NOD2 RIPK2 PPI 6, MC4R antagonist -2, TLR9-MyD88 inh -7, ABCB6 inh 2 105, Exocytosis inh 2, Glyco luc inh -3, MC4R ag barr 0.9, aDG glyco act 1.0 and Vif imaging -11.
`CC1(C(=O)NCc2cccnc2)CCC(=O)N1CCc1ccccc1` (configuration not stated) gave ABHD5-PLIN5 inh 6, NOD2 RIPK2 PPI -4, MC4R antagonist 7, TLR9-MyD88 inh 0, ABCB6 inh 2 96, Exocytosis inh 2, Glyco luc inh -1, MC4R ag barr 1.5 and aDG glyco act -0.1.
Screening NC(=S)Nc1ccc(Cl)c(Cl)c1 returned ABHD5-PLIN5 inh -5, NOD2 RIPK2 PPI -22, MC4R antagonist 9, TLR9-MyD88 inh -3, ABCB6 inh 2 97, Exocytosis inh 19, Glyco luc inh -1, MC4R ag barr -0.2, aDG glyco act 0.0 and Vif imaging 3.
`CCOc1ccc(NC(=O)Nc2cccc(C(=O)O)c2)cc1` gave ABHD5-PLIN5 inh -2, NOD2 RIPK2 PPI -10, MC4R antagonist -3, TLR9-MyD88 inh 6, ABCB6 inh 2 102, Exocytosis inh -2, Glyco luc inh -6, MC4R ag barr -2.1, aDG glyco act -0.3 and Vif imaging 7.
For O=C(NCCCc1ccc(F)cc1)C1CCC(=O)N(CC2CCCCC2)C1 (configuration not stated) the results were ABHD5-PLIN5 inh 5, NOD2 RIPK2 PPI -6, MC4R antagonist 0, TLR9-MyD88 inh -18, ABCB6 inh 2 90, Exocytosis inh 16, Glyco luc inh -1, MC4R ag barr 1.2 and aDG glyco act 0.1.
CCCCN=C(NNc1ccc(Br)cc1)C(=O)OCC was read as ABHD5-PLIN5 inh -6, NOD2 RIPK2 PPI -2, MC4R antagonist 12, TLR9-MyD88 inh 2, ABCB6 inh 2 108, Exocytosis inh 7, Glyco luc inh 1, MC4R ag barr 5.5, aDG glyco act 0.2 and Vif imaging -1.
CCC(c1nc2ccccc2[nH]1)N(C(=O)Cc1cc(OC)cc(OC)c1)c1ccc(N2CCOCC2)cc1 (configuration not stated) was read as ABHD5-PLIN5 inh 1, NOD2 RIPK2 PPI -6, ABCB6 inh 2 97, Exocytosis inh -3, Glyco luc inh 1 and aDG glyco act -0.1.
`CCS(=O)(=O)c1nc(S(=O)(=O)c2ccc(Cl)cc2)c(N2CCCC2)s1` gave ABHD5-PLIN5 inh -3, NOD2 RIPK2 PPI -13, MC4R antagonist 1, TLR9-MyD88 inh -12, ABCB6 inh 2 102, Exocytosis inh -3, Glyco luc inh -1, MC4R ag barr 1.9, aDG glyco act -0.3 and Vif imaging -4.
COc1ccc([C@H]2CC(=O)C=C(c3ccc4c5c(cccc35)CC4)C2)cc1 was read as ABHD5-PLIN5 inh -11, NOD2 RIPK2 PPI -2, MC4R antagonist 6, TLR9-MyD88 inh -3, ABCB6 inh 2 108, Exocytosis inh 4, Glyco luc inh 8, MC4R ag barr 0.0, aDG glyco act -0.4 and Vif imaging -1.
For Cc1ccc(NC(=O)c2sc3nc(CCl)[nH]c(=O)c3c2C)c(C)c1 the results were ABHD5-PLIN5 inh 8, NOD2 RIPK2 PPI 7, MC4R antagonist 22, TLR9-MyD88 inh -15, ABCB6 inh 2 99, Exocytosis inh -1, Glyco luc inh 2, MC4R ag barr 1.8, aDG glyco act 0.0 and Vif imaging -2.
Screening COCCn1c(C)cc(C(=O)CSc2ccc(NC(C)=O)cc2)c1C returned ABHD5-PLIN5 inh -6, NOD2 RIPK2 PPI -2, MC4R antagonist 4, TLR9-MyD88 inh -8, ABCB6 inh 2 97, Exocytosis inh 0, Glyco luc inh -10, MC4R ag barr -0.9, aDG glyco act -0.5 and Vif imaging 1.
N#CCCN(CCC#N)C(=O)c1ccc2c(c1)OCO2 was read as ABHD5-PLIN5 inh -1, NOD2 RIPK2 PPI -2, MC4R antagonist 2, TLR9-MyD88 inh -2, ABCB6 inh 2 100, Exocytosis inh 1, Glyco luc inh -1, MC4R ag barr 2.6, aDG glyco act 0.1 and Vif imaging 9.
Screening Cc1sc2ncnc(Nc3ccc(O)cc3)c2c1C returned ABHD5-PLIN5 inh -3, NOD2 RIPK2 PPI -5, MC4R antagonist -12, TLR9-MyD88 inh -3, ABCB6 inh 2 91, Exocytosis inh 6, Glyco luc inh -2, MC4R ag barr -3.4, aDG glyco act 0.1 and Vif imaging 7.
CSc1ccc(C=O)cc1 was read as ABHD5-PLIN5 inh 4, NOD2 RIPK2 PPI -4, MC4R antagonist 13, TLR9-MyD88 inh -4, ABCB6 inh 2 107, Exocytosis inh 1, Glyco luc inh 4, MC4R ag barr 1.2, aDG glyco act -0.1 and Vif imaging -3.
Screening CNc1ccc(S(=O)(=O)NCC(=O)OC(C)C(=O)N(C)Cc2ccccc2)cc1[N+](=O)[O-] (configuration not stated) returned ABHD5-PLIN5 inh 13, NOD2 RIPK2 PPI -7, MC4R antagonist 18, TLR9-MyD88 inh 0, ABCB6 inh 2 95, Exocytosis inh 0, Glyco luc inh 0, MC4R ag barr -4.1, aDG glyco act 0.3 and Vif imaging -2.
CN(c1cccc(Cl)c1)S(=O)(=O)c1cccc(C(=O)NCc2ccncc2)c1 was read as ABHD5-PLIN5 inh -2, NOD2 RIPK2 PPI 1, MC4R antagonist 9, TLR9-MyD88 inh 7, ABCB6 inh 2 87, Exocytosis inh 6, Glyco luc inh -3, MC4R ag barr 0.3, aDG glyco act 0.7 and Vif imaging -10.

Screening results: PubChem, several laboratories
